Screening data from PubChem.
Nrf2 ARE act: Nrf2 pathway activation; AREc32 ARE-luciferase reporter (MCF7-derived line), luminescence, 24 h; Potency, µM (series often up to 46.1 µM), for the others: at the top dose activation, most hits filed as activators; hit rate 0.31% among 410,000; AID 624171; also: potency is read from the fitted curve at half-maximal effect; % of control where 0% means no effect; nearly all actives have a fitted effect of over 65% in size
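AREc32 cells carrying an ARE-driven firefly luciferase reporter were seeded at 1000 cells/well in OPTI-MEM with 5% FBS, then exposed to compound for 24 hr at 37 deg C. Luminescence was read with Steady-Glo after 30 min at RT.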
Abeta yeast res: restores growth of yeast expressing A-beta42 peptide; Potency, µM (doses to about 46.1 µM), for the others: at the top dose growth rescue, hits mostly activators; yeast expressing A-beta42, growth rescue, OD600, 48 h; response scale: 0% DMSO, 100% iron-clioquinol control; AID 1347071; hit rate 0.063% among 410,000; also: potency is read from the fitted curve at half-maximal effect; nearly all actives have a fitted effect of over 55% in size
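Yeast A-beta toxicity model in growth medium with pinned compounds, 48 h at 30 C; growth read as absorbance at 600 nm. Normalized to FeCl3/clioquinol equimolar mix (positive) and DMSO (negative).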
CCT chaperon mod: changes cytosolic chaperonin activity | purified chaperonin ATPase assay, HTRF ADP detection, 30 min | activity change, % (test concentration not listed), hits read low | hit rate 0.3% among 360,000; in the data active = activity change below about -30%; also: % is scaled to controls: 0 for no effect and ±100 for the full control effect
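We incubate TRiC, 40 or 20 nM final, with library compounds at 76 uM and 10 uM ATP for 30 min at 37 °C. ADP formed is detected with Transcreener HTRF reagents after 30 min at room temperature.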
A549 viability: counter-screen for Nrf2 inhibitors: cytotoxicity in A549 cells; A549 ARE-Fluc cells, CellTiter-Fluor viability, 18-24 h; AID 504648; hit rate 0.16% among 390,000; Potency, µM (top dose mostly 46 µM), for the others: at the highest dose activity change, negative = cytotoxicity, usual class: inhibitors; also: potency is read from the fitted curve at half-maximal effect; % is scaled to controls: 0 for no effect and ±100 for the full control effect
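A549 ARE_Fluc cells in 5% FBS OPTI-MEM were exposed to compounds in concentration-response for 18-24 h at 37 deg C. Viability was read by CellTiter-Fluor fluorescence (Ex 405/Em 525) after 30 min, before the luciferase read.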
Mm-Cpn inhibitor: M. maripaludis TRiC chaperonin inhibition; purified Mm-Cpn ATPase, ADP Transcreener TR-FRET; Potency, µM (doses to about 76.9 µM), without a hit: top-dose activity, negative = inhibition, hits mostly inhibitors; hit rate 0.031% among 330,000; also: potency is read from the fitted curve at half-maximal effect; % is scaled to controls: 0 for no effect and ±100 for the full control effect; nearly all actives have a fitted effect of over 80% in size
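Eu-cryptate anti-ADP/ADP-d2 competition gives a ratio inversely related to ADP. Enzyme at 25 nM was pre-exposed to compound for 10 min, then given 10 uM ATP for 30 min, 37°C throughout.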
HepG2 viability: counter-screen for TGF-b inhibitors: cytotoxicity in HepG2 cells; HepG2 CAGA-GFP viability, ATP luminescence, 18 h; Potency, µM (highest dose often 46.1 µM), without a hit: at the highest dose activity change, negative = cytotoxicity, actives largely listed as cytotoxic; hit rate 0.76% among 410,000; also: potency is read from the fitted curve at half-maximal effect; some results filed as inactive show a strong effect at the top dose
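CellTiter-Glo luminescence gave cytotoxicity after 18 hours at 37 degrees C. The cells were HepG2 CAGA-GFP in 1% FBS DMEM, stimulated with 500 pg/mL TGF-beta after compound addition. %Activity was normalised to no-cell wells (complete cell-killing) and DMSO (no toxicity), and curves were fitted and classified.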
Akt phos inh: inhibitors of Akt phosphorylation | activity change, % for hits at 50 µM | AID 651550 | hit rate 0.32% among 360,000 | Neuro2A IGF-stimulated pAkt S473 HTRF, 20 min; hits give low values; in the data active = activity change below about -80%; inconclusive = mostly about -51% to -80%; also: % is scaled to controls: 0 for no effect and ±100 for the full control effect
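Neuro2A cells in DMEM with 0.5% FBS, overnight at 37 deg C, given compound at single 50 µM final, then IGF (6 nM final) for 20 min at 37 deg C. Lysed; phospho-Akt Ser473 by HTRF after 24 h, 665/615 ratio.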
Nrf2 inh: blocks Nrf2 signaling; Potency, µM (doses to about 46 µM), for inactives: top-dose activity change, negative = inhibition, most hits filed as inhibitors; A549 ARE-Fluc reporter, luciferase luminescence, 18-24 h; hit rate 2.1% among 360,000; AID 504444; also: potency is read from the fitted curve at half-maximal effect; % is scaled to controls: 0 for no effect and ±100 for the full control effect; nearly all actives have a fitted effect of over 60% in size
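A549 ARE_Fluc cells, 5000/well, 5% FBS OPTI-MEM; compounds in dose-response, 18-24 h at 37 °C/5% CO2; CellTiter-Fluor viability read (Ex 405/Em 525), then BugLite luciferase luminescence = Nrf2 activity.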
TGFb inhibitor: inhibitors of TGF-b signaling. hit rate 1.2% among 410,000. Potency, µM (doses to about 46.1 µM), inactives show at the highest dose activity, negative = inhibition, hits mostly inhibitors. HepG2 CAGA-GFP TGF-b/SMAD3 reporter, GFP fluorescence, 18 h; TGF-beta stimulated, 500 pg/mL final; also: potency is read from the fitted curve at half-maximal effect; % is scaled to controls: 0 for no effect and ±100 for the full control effect; nearly all actives have a fitted effect of over 65% in size
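Smad-responsive CAGA-GFP expression was quantified in HEPG2 cells exposed to compounds and 500 pg/mL final TGF-beta for 18 h at 37 degrees C; unstimulated wells defined full inhibition.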
Starred values were filed as active, the others as inactive; i = inactive; u = inconclusive; x = not tested or not shown; [ ] = remark or other dose. Unless noted, calls follow the shape of the dose curve; as a rule, active = well fitted curve in the direction sought with a large enough effect; inconclusive = small, poorly fitted or top-dose-only effect, or another doubt; inactive = no such curve, though single readings can be large; an effect the other way counts as inactive or inconclusive.

Compound | Nrf2 ARE act | Nrf2 inh | TGFb inhibitor | A549 viability | Abeta yeast res | Akt phos inh | Mm-Cpn inhibitor | CCT chaperon mod | HepG2 viability
CCOC(=O)N1CCN(C(=O)CNC(=O)c2ccccc2F)CC1 | 3.6% | u | 5.8% | -4.4% | 7.2% | i | -3.8% | 1.1 | 3.4%
COc1cccc(NC(=O)CN2CCN(c3ccc(F)cc3)CC2)c1 | 3.1% | x | -1.5% | 1.1% | 22.3% | i | 0.8% | -0.7 | 0.3%
COc1ccc(C2CC(=O)C=C(NNS(=O)(=O)c3ccc(C)cc3)C2)cc1 (stereo not given) | 0.4% | 3.5% | 11.0% | -4.6% | 0.6% | i | 0.8% | 1.1 | 3.7%
O=C(O)CCC(=O)N1N=C(c2c(-c3ccccc3)c3cc(Cl)ccc3[nH]c2=O)CC1c1ccccc1 (stereo not given) | -0.2% | 4.7% | -45.0% | 2.2% | -1.1% | i | 0.6% | -0.8 | -10.4%
CSc1nc(N)nc2c1ncn2CC(=O)NCC(c1ccccc1)c1ccccc1 | 5.8% | -4.6% | -3.4% | 3.9% | -1.5% | i | 2.6% | -2.9 | -33.4%
CCCCS(=O)(=O)N1CCCC(C(=O)Oc2ccc(Cl)cc2)C1 (stereo not given) | 0.4% | -1.1% | 1.6% | 0.5% | 18.1% | i | 0.8% | 2.3 | 1.3%
N/C(=N\NC(=O)c1ccc(F)cc1)c1cc2ccccc2oc1=O | u | 14.7% | u | 12.3% | -0.8% | i | u | -1.4 | -2.4%
COc1cc(NC(=O)CSCC(=O)Nc2cccc(C(F)(F)F)c2)c(Cl)cc1Cl | 1.9% | -14.4% | u | 1.0% | -43.8%[inhibitor] | i | 1.5% | 1.2 | -50.5%
O=C(COc1ccccc1)N/N=C/c1sc(=O)n(Cc2cccc(C(=O)O)c2)c1Cl | -0.5% | 1.7% | -6.2% | 0.8% | -11.7% | i | 0.6% | 1.3 | -2.9%
Cn1cc2cc([N+](=O)[O-])ccc2n1 | 0.0% | 0.6% | 11.1% | 0.3% | -10.1% | i | 1.6% | -2.5 | 1.0%
COC(=O)CNC(=O)Cn1ccc2ccccc2c1=O | 0.0% | -4.0% | 13.0% | -6.3% | 4.1% | i | -0.1% | -1.5 | 1.7%
Cn1cccc1Cc1nnc(SCC(=O)Nc2nccs2)n1CCc1ccccc1 | 0.0% | 8.2% | -3.4% | 6.2% | -10.0% | i | -1.2% | 1.3 | -18.4%
COC(=O)C1(Cc2cc(-c3ccc(Cl)cc3)no2)CCN(C(=O)OC(C)(C)C)CC1 | 3.3% | -28.1% | u | 4.0% | -5.9% | i | 2.6% | -2.0 | -15.0%
O=C(O)c1cccc2c1C(=O)N(c1ccc3c(c1)Cc1ccccc1-3)C2=O | 0.1% | 2.6% | 11.0% | -14.8% | -1.9% | i | x | 0.5 | -2.2%
Cc1cc(NC(=O)c2ccc(F)cc2)ccc1NC(=O)c1ccco1 | 0.0% | -34.7% | u | -5.3% | -15.7% | i | 1.4% | 0.0 | -30.0%
Cn1c(CNS(=O)(=O)c2ccc(Cl)cc2)n[nH]c1=S | 0.0% | -11.7% | -3.5% | -9.9% | -2.5% | i | 0.7% | -0.9 | -10.1%
O=C(Cn1nnc(-c2ccccc2NC(=O)c2ccccc2F)n1)NC1CCCC1 | 0.3% | 0.6% | -1.2% | -12.2% | 13.6% | i | 2.0% | -2.4 | -8.3%
Cc1ccc(NCC(=O)Nc2ccc(Br)cc2)cc1F | 4.2% | 7.7% | -3.0% | -0.5% | 14.1% | i | -0.8% | -2.8 | -12.2%
COc1ccccc1N1CCN(C(=O)c2cnn(-c3cccc(Cl)c3)c2C2CCN(C(=O)OC(C)(C)C)CC2)CC1 | 0.7% | u | u | -20.6% | -4.8% | x | x | x | -17.7%
CCN1CC2([N+](=O)[O-])C=CC(=O)C([N+](=O)[O-])(C1)C2CC(=O)c1ccccc1 (stereo not given) | 3.3% | 18.0% | -10.3% | -8.1% | 3.2% | i | 0.3% | -0.3 | 0.1%
COc1ccc(CCNC(=O)C2CCCN(Cc3nc(-c4ccccc4C)oc3C)C2)cc1OC (stereo not given) | 3.4% | u | -23.0% | x | 12.5% | i | -0.2% | -2.9 | -29.1%
CCOC(=O)/C=c1\s/c(=C(\C#N)C(=O)NC)n(-c2ccccc2)c1=O | 0.3% | 11.4% | 2.0% | 2.6% | 9.2% | i | 1.1% | -6.3 | -19.7%
CC(=O)c1ccc(-c2cc(C3C4C=CCC(C)C4C(=O)N3Cc3ccccc3)ccc2F)cc1 (stereo not given) | x | u | 0.0% | -12.9% | x | x | x | x | -6.3%
O=C(CN1CCCCC1)NCCNc1ccc(C(F)(F)F)cc1[N+](=O)[O-] | 2.0% | 2.6% | -11.8% | -6.0% | 14.3% | i | 3.9% | -1.1 | -4.5%
O=C1c2ccccc2C(=O)N1CCCc1cn(C[C@H]2CC[C@H](Cn3cc(CCCN4C(=O)c5ccccc5C4=O)nn3)O2)nn1 | -0.5% | -13.0% | -3.0% | -0.6% | 1.9% | i | 3.8% | 0.8 | -5.7%
Cc1c(CNC2CCCCCC2)c(C(=O)O)c(C)n1Cc1ccc(F)cc1Cl | -0.3% | 7.5% | 3.9% | 2.2% | u | x | x | x | -6.0%
CN(C)c1ccc(CNC(=O)c2sc3ncccc3c2-n2cccc2)cc1 | -0.4% | x | u | -1.5% | -24.8% | x | x | x | -1.8%
O=C(NCCN1CCCCC1)Nc1ccc(F)c(Cl)c1 | 0.0% | -5.5% | 0.8% | 6.8% | 1.8% | i | -5.1% | -5.3 | -1.3%
Cc1ccc(C)c(N2CCN(C(=O)CCn3c(=O)[nH]c4ccccc4c3=O)CC2)c1 | -2.7% | x | u | 4.5% | -1.6% | x | x | x | -30.2%
O=C(CNC(=O)c1ccc(Br)o1)Nc1ccc(N2CCCCCC2)cc1 | 2.3% | -21.1% | 2.7% | -0.3% | -1.9% | i | u | 0.3 | -1.4%
Cn1c(=O)[nH]c(=O)c2[nH]c(CN3CCN(C(=O)c4ccco4)CC3)nc21 | -0.1% | -7.7% | 22.3% | -23.1% | 6.5% | i | -0.1% | -0.4 | 2.2%
COc1c2occc2c(OC)c2c(=O)cc(C(F)(F)C(F)(F)F)oc12 | -0.6% | 11.2% | 14.8% | -8.3% | 6.9% | i | 3.1% | -2.2 | -0.9%
O=C(O)CCC(=O)N1N=C(c2ccccc2)CC1c1ccc2nccnc2c1 (stereo not given) | -0.2% | u | u | -3.6% | 24.4% | i | -1.5% | -1.1 | 4.0%
COc1ccc(CN2C(=NC(=O)C3CC3)SC3CS(=O)(=O)CC32)cc1OC (stereo not given) | 0.0% | -9.7% | 12.0% | -0.9% | -1.0% | i | -0.6% | 1.3 | -3.7%
O=C(CN1C(=O)NC2(CCCCC2)C1=O)N1CCN(c2ncccn2)CC1 | -0.2% | 9.8% | 12.3% | 1.9% | 14.1% | i | 3.5% | -0.6 | 7.2%
O=C(COC(=O)c1ccc(S(=O)(=O)N2CCc3ccccc3C2)cc1)NC1CCS(=O)(=O)C1 (stereo not given) | -0.7% | -0.3% | -5.3% | -5.1% | 5.9% | i | 1.3% | 0.9 | 2.5%
O=C(COC(=O)c1ccc(Br)cc1)NC(=O)NCc1ccccc1 | 17.2% | -0.1% | -20.2% | 9.9% | 11.8% | i | 0.4% | 0.5 | -31.9%
O=C(CSc1nc(-c2ccccc2)cc(C(F)(F)F)n1)NCc1ccco1 | 5.8% | 1.5% | 1.5% | 21.0% | 11.5% | i | -1.3% | -0.5 | -2.3%
CCN1CCN(C(=O)c2[nH]c3ccc(OC)cc3c2C)CC1 | -0.3% | 6.9% | 2.9% | 7.4% | -0.9% | i | -18.7% | 1.1 | 1.8%
Cc1ccccc1Nc1nc(N)nc(CSc2nncn2C)n1 | 0.0% | u | 0.0% | -3.3% | -11.1% | i | 0.7% | -2.0 | 10.6%
CC1CCN(CCOc2cc(Cl)ccc2Cl)CC1 | -0.7% | x | 2.8% | -1.0% | -1.8% | i | 0.7% | -3.0 | -12.1%
COc1ccc2nc(SC(C)C(=O)NC3CCCC3)[nH]c2c1 (stereo not given) | -0.2% | -3.5% | -2.4% | -3.1% | 0.8% | i | 0.6% | 0.6 | 0.4%
CN(C(=O)CCN1C(=O)/C(=C/c2ccccc2F)SC1=S)C1CCS(=O)(=O)C1 (stereo not given) | 15.2% | u | -10.2% | -15.8% | -0.3% | i | -1.4% | -1.9 | -7.3%
CC(C)N1C(=O)C2(OCCCO2)c2cc(Br)ccc21 | -0.1% | 10.3% | -0.6% | 16.8% | 7.6% | i | 1.2% | -1.7 | -3.7%
Cc1cccnc1NC(=O)C1CCN(S(=O)(=O)c2ccc3c(c2)CCC(=O)N3)CC1 | -0.5% | 0.8% | 6.2% | -1.1% | 1.7% | i | 2.1% | -2.6 | 0.6%
Brc1ccc2ncc(Br)cc2c1 | 0.1% | 18.8% | -0.6% | 2.7% | -9.3% | i | -5.2% | -1.7 | -0.3%
